Assay outcomes (PubChem)
Sm TGR inh: S. mansoni TGR enzyme inhibition; Q962Y6; purified TGR, DTNB reduction, TNB absorbance 405 nm; Potency, µM (titrated, usually from 114 µM), for inactives: at the top dose activity change, negative = inhibition, usual class: inhibitors; hit rate 3% among 360,000; further: potency means the concentration at half of the fitted maximal effect; nearly all actives have a fitted effect of over 60% in size
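TGR 20 nM + NADPH 100 uM (dispensed conc.), cpd preinc 15 min RT; start with NADPH (500 uM addition) then DTNB (15 mM addition). Kinetic TNB absorbance, 405 nm filter. Four-parameter Hill fit across titration.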
Giardia FBPA inh: inhibitors of Giardia lamblia fructose-1,6-bisphosphate aldolase; A8B2U2; purified Giardia FBPA; Potency, µM (series often up to 59.6 µM), for inactives: top-dose activity, negative = inhibition, most hits filed as inhibitors; hit rate 0.71% among 290,000; further: potency means the concentration at half of the fitted maximal effect; nearly all actives have a fitted effect of over 55% in size
Target sequence (A8B2U2 whole entry, looked up): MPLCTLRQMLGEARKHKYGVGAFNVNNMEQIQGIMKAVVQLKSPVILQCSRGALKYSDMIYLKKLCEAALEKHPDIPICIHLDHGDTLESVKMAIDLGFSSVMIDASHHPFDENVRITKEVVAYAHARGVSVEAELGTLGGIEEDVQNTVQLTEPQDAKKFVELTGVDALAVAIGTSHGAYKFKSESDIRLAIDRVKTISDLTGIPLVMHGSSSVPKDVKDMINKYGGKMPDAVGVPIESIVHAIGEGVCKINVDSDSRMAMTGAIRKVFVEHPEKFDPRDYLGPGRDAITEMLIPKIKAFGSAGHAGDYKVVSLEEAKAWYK
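Giardia FBPA (40 nM reagent) was preincubated 10 min at RT with compound (up to 57.5 uM final), then substrate plus GAPDH/TPI/NAD/arsenate coupling system with diaphorase/resazurin was added; resorufin fluorescence (525/598 nm) was read after 20 min.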
AmpC inh detg: AmpC beta-lactamase inhibition with detergent present; AmpC hydrolysis of nitrocefin, absorbance 480 nm, 0.01% Triton; Potency, µM (highest dose often 114 µM), for the others: top-dose activity change, negative = inhibition, usual class: inhibitors; hit rate 0.041% among 370,000; AID 485294; P00811;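 further: potency means the concentration at half of the fitted maximal effect; 0% = no-compound wells and -100% = no-enzyme wells; nearly all actives have a fitted effect of over 25% in size; some results filed as inactive show a strong effect at the top dose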
Target sequence (P00811 whole entry, looked up): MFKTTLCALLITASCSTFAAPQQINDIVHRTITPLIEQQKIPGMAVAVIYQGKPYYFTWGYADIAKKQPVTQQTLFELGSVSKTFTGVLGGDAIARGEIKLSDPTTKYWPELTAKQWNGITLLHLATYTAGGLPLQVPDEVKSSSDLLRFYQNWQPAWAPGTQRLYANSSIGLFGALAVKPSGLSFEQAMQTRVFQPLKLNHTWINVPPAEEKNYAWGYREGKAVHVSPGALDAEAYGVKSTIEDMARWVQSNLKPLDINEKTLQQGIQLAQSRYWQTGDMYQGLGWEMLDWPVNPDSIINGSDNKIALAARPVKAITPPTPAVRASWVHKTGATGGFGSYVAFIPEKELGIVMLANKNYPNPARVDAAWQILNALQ
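AmpC (5.3 nM in the dispensed reagent) in 20 mM phosphate pH 7.0 with 0.01% (detergent screen) or 0.0001% Triton X-100 was preincubated with compounds for 15 min at room temperature. Nitrocefin was then added from an 800 uM solution, and hydrolysis was followed at 480 nm.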
HCV inhibitor: blocks hepatitis C virus; Huh7.5.1 HCVcc-Cre infection, luciferase reporter, 44 h; Potency, µM (highest dose often 41.8 µM), for the others: top-dose activity change, negative = inhibition, actives largely listed as inhibitors; hit rate 3.4% among 340,000; further: potency means the concentration at half of the fitted maximal effect
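Compounds are dispensed onto cells plated 4 h earlier at 1,000 per well, with HCVcc-Cre virus (about 0.5 moi) added next. Following 44 h of culture, luminescent signal is measured for 15 sec after 15 min with substrate at room temperature.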
AMA1-RON2 inh: inhibitors of Plasmodium falciparum AMA1-RON2 interaction; AlphaScreen AMA1-biotinylated RON2 peptide binding; AID 720542; hit rate 0.2% among 360,000; Potency, µM (series often up to 58.2 µM), for the others: at the highest dose activity change, negative = inhibition, hits mostly inhibitors;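 further: potency means the concentration at half of the fitted maximal effect; 0% = vehicle wells and -100% = peptide control; nearly all actives have a fitted effect of over 45% in size; some results filed as inactive show a strong effect at the top dose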
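AMA1 (3D7) with his tag at 25 nM final met compounds first, then biotinylated RON2 peptide at 25 nM; detection used donor plus acceptor beads, 10 µg/mL apiece, read by AlphaScreen after 30 min at room temperature.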
HCMV inh: human cytomegalovirus inhibition; HFF cells, HCMV-luciferase reporter, 72 h; hits give low values; activity change, negative = inhibition, % at 57.5 µM; hit rate 4.5% among 410,000; AID 1259415; in the data active means activity change below about -60%; inconclusive means no clear call, values can overlap the other calls; inactive means above about -39%
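Compounds were evaluated in HFFs infected with an HCMV luciferase reporter virus (MOI 1 PFU/cell). Luciferase in lysates collected 72 h post infection served as the replication measure.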
Starred values were filed as active, the others as inactive; ? = inconclusive; . = no result given; & = joins results of further samples; [ ] = another dose, or the depositor's remark. Unless noted, the call rests on the fitted dose curve; in most records, active means well fitted curve in the direction sought with a large enough effect; inconclusive means small, poorly fitted or top-dose-only effect, or another doubt; inactive means no such curve, though single readings can be large; an effect the other way counts as inactive or inconclusive. Unless noted, on the % scale 0 is the no-effect control and ±100 the full control effect. Random draw from the library; any-hit rate near 9.3%.

Screens in order – AMA1-RON2 inh	HCV inhibitor	HCMV inh	Sm TGR inh	AmpC inh detg	Giardia FBPA inh
COC(=O)[C@H](C)[C@H]1C[C@]1(C)[C@H](NC(=O)OCc1ccccc1)c1ccccc1
→ -2%	12%	21	3%	-5%	2%&-1%
COc1ccc(NC2CCCN(C(=O)CCN3Cc4ccccc4C3=O)C2)cc1 (stereo not given)
→ -4%	6%	16	-2%	-1%	-8%
CC1C(=O)Nc2ccccc2N1C(=O)c1ccc(O)cc1 (stereo not given)
→ -7%	6%	29	-11%	1%	9%
O=C(CCc1nc2ccccc2c(=O)[nH]1)Nc1nnc(SCc2ccccc2)s1
→ -6%	?	0	8%	?	.
O=C(Nc1nnc(S(=O)(=O)N2CCN(c3ccc(F)cc3)CC2)s1)c1ccc(Cl)cc1
→ .	.	12	-8%	-6%	.
COc1ccc(-c2noc(COc3ccc(Cl)c(C)c3)n2)cc1
→ 3%	-1%	?	6%	?	-4%
CC(=O)N1Cc2ccccc2CC1C(=O)OCC(=O)c1c(N)n(C)c(=O)n(C)c1=O (stereo not given)
→ 2%	-6%	0	-6%	0%	.
CCOC(=O)C1CCN(C(=O)COC(=O)C2CCN(S(=O)(=O)c3ccc(C)c(C)c3)CC2)CC1
→ -2%	?	-21	-2%	-4%	.
CCOc1ccc(C2Nc3ccccc3NC3=C2C(=O)CC(C)(C)C3)cc1OC (stereo not given)
→ -3%	27%	46	8%	?	-2%
COc1ccc(OCc2n[nH]c(=S)o2)cc1
→ -3%	20%	?	6%	-1%	-16%
CCN(CC)S(=O)(=O)c1cc(NC(=O)CN2C(=O)NC(C)(c3ccccc3)C2=O)ccc1C (stereo not given)
→ 8%	-29%	51	10%	-1%	-17%
O=C(NNC(=O)c1ccccn1)c1cccc([N+](=O)[O-])c1
→ 74%[activator]	-29%	-28	1%	-4%	10µM*
CCOc1cc(CNCC(C)C)cc(Cl)c1OCc1ccccc1
→ 23%	?	?	.	-2%	1%
Cc1ccc(S(=O)(=O)c2cnc(SCC(=O)Nc3cc(C)cc(C)c3)nc2N)cc1
→ .	.	-11	-10%	-7%	.
CN(CC(=O)Nc1ccccc1C(=O)NC1CC1)Cc1ccco1
→ 47%[activator]	3%	-16	-30%	3%	.
COc1ccc(-n2c(SCC(=O)OC(C)C)nnc2-c2ccccn2)cc1
→ 76%[activator]	6%	14	1%	?	5%
CCOc1ccccc1C(=O)N/N=C/c1coc2ccc(Cl)cc2c1=O
→ 12%	?	-74*	5%	4%	.
COc1ccc(NC(=O)c2cc(-c3ccc(C)cc3)on2)cc1
→ -11%	7%	11	-2%	2%	3%
CCOc1ccc(N(CC(=O)N/N=C/c2cc([N+](=O)[O-])ccc2Cl)S(C)(=O)=O)cc1
→ -7%	?	44	25%	-3%	18%
COc1ccccc1-c1cc(C(=O)NC(C)C)no1
→ -7%	?	107	-2%	-9%	-2%
O=C(CNS(=O)(=O)c1ccccc1)Nc1ccc(F)cc1F
→ 0%	34%[activator]	-10	13%	5%	.
CC(=O)Nc1ccc(S(=O)(=O)N2CCN(CCCOc3ccccc3Cl)CC2)cc1
→ 4%	7%	-67*	-26%	?	-5%
Cc1ccc(N(CC(=O)N2CCOCC2)S(=O)(=O)c2ccccc2)cc1
→ -6%	5%	5	16%	2%	5%
O=C1C2C3C=CC(CC3)C2C(=O)N1c1cccc(Br)c1 (stereo not given)
→ -4%	26%	-11	7%	4%	-7%
O=C(COc1ccc(Cl)cc1)NCCCNC(=O)c1cnccn1
→ -9%	8%	6	?	-1%	0%
CCOc1ccc(C(=S)NC2CCCCC2)cc1
→ -5%	6%	34	9%	6%	-9%
COc1cccc(NC(=O)N2CCN(C(=O)c3nsc4ccccc34)CC2)c1
→ .	.	?	-2%	14%	.
N=C1C(c2nc3ccccc3[nH]2)=C(O)CN1c1ccccc1
→ 8%	?	37	-2%	?	13%
COc1cc(/C=N/O)cc(Cl)c1OC
→ -6%	3%	-17	-20%	0%	-3%
O=[N+]([O-])c1ccc(C23CC4CC(CC(O)(C4)C2)C3)cc1
→ .	.	.	10%	2%	5%
O=C(Cc1c(Cl)cccc1Cl)NC1CC1
→ -5%	9%	-12	-25%	0%	-1%
COc1ccc(-n2nc3c(N4CCC(C(=O)NC5CCCCC5)CC4)nnc(C)c3c2C)cc1
→ -2%	?	-5	8%&7%	4%&13%	.
O=C(CCn1cnc2ccccc2c1=O)Nc1cccc(Cl)c1
→ -5%	4%	1	4%	0%	5%
O=C(NCCCN1CCOCC1)C1CCCN(S(=O)(=O)N2CCCCC2)C1 (stereo not given)
→ -6%	19%	-16	2%	1%	16%
Cn1cnc2c(N3CCCCC3)nccc21
→ 24%	-11%	-3	-7%	-12%	-7%
O=C(O)CCn1c(=O)[nH]c(=O)n(CCC(=O)O)c1=O
→ -5%	15%	4	-3%	-11%	-1%
O=C(CC(c1ccco1)C1CCCCC1=O)c1ccco1 (stereo not given)
→ -9%	1%	-8	50µM*	?	-8%
CCC(C)NC(=O)c1ccccc1NC(=O)/C(=C/c1ccc(OC)cc1)c1ccccc1 (stereo not given)
→ 7%	20%	12	-3%	-14%	-4%
CCCn1c(SCC(=O)N2CC(=O)Nc3ccccc32)nc2ccccc21
→ -4%	-11%	4	6%	-2%	2%
CCc1cccc(Oc2nn[nH]n2)c1
→ 0%	17%	30	7%	0%	3%
Cc1ccc(NC(=O)Cn2c(=O)oc3ccccc32)cc1
→ 2%	-10%	-16	13%	6%	3%
Cc1ccc(NC(=O)/C=C/c2ccco2)cc1F
→ .	.	0	14µM*	-2%	.
CCCCCCCN1C2=NCCN2c2ccccc21
→ 3%	?	0	8%	0%	1%
c1ccc(-c2cc(-c3ccccc3)c3c(n2)-c2ccccc2OC3)cc1
→ .	.	8	0%	-3%	.
CCC(=O)Nc1cccc(C2=NOC3(C2)C[C@@H](C(N)=O)N(C(=O)CC(c2ccccc2)c2ccccc2)C3)c1 (stereo not given in full)
→ 3%	-14%	-67*	4%	2%	-3%
Cc1ccc(S(=O)(=O)N(CCC(=O)O)c2ccccc2)cc1
→ 3%	4%	11	1%	5%	20%
CCCCn1c(N)c(N(CCOC)C(=O)C2CCN(c3ncnc4sc(C)c(C)c34)CC2)c(=O)[nH]c1=O
→ -4%	?	-6	7%	?	.
COc1ccc(C(=O)N2CC3(C)CC2CC(C)(C)C3)cc1 (stereo not given)
→ -8%	-9%	8	1%	3%	10%
CCOC(=O)C1=C(N)Oc2c(oc(CO)cc2=O)C1c1ccc(F)c(F)c1 (stereo not given)
→ 8%	24%	8	21%	7%	5%
O=C1C2CC=C(Cl)CC2C(=O)N1CCc1c[nH]c2ccccc12 (stereo not given)
→ -14%	12%	69	-15%	1%	-1%

(cont.)
Screens in order – AMA1-RON2 inh	HCV inhibitor	HCMV inh	Sm TGR inh	AmpC inh detg	Giardia FBPA inh
CC1CC(C)(C)NC(=S)N1CCC(=O)NCc1ccc(Cl)cc1 (stereo not given)
→ -16%	?	42	0%	-4%	1%
Cn1c(=O)[nH]c(=O)c2c1nc(N1CCOCC1)n2CC(O)COc1ccc2ccccc2c1 (stereo not given)
→ 2%	2%&3%	-6	-3%	3%	10%
CNC(=S)N1N=C(c2ccccc2)CC1c1ccccc1Cl (stereo not given)
→ 37%[activator]	?	-24	-2%	-1%	-14%
COC(=O)[C@@]1(Cc2ccccc2)[C@H]2C(=O)N(C)C(=O)[C@H]2[C@H]2CN=C(SCc3ccc(C#N)cc3)N21
→ -7%	-19%[8.37 µM]	-10	.	.	.
COc1ccc(N2CCN(S(=O)(=O)c3ccc(-c4cnc(C5CC5)o4)cc3)CC2)cc1
→ -14%	-5%	-18	-1%&-7%	-10%&1%	.
C=CCn1c(N)c(C(=O)OC(C)(C)C)c2nc3ccccc3nc21
→ -1%	-26%	9	?	?	-11%
Cc1cccc(COc2ccc(/C=C3/C(=O)N(C)C(=S)N3C)cc2)c1
→ -3%	-10%	-11	-6%	?	0%
COc1ccc(C(=O)N2CCN(C(=O)c3ccncc3)CC2)cc1
→ 2%	-2%	-35	6%	0%	1%
COc1ccc(NC(=O)CSc2nc3ccccc3c(=O)n2CCCN2CCC(C)CC2)c(OC)c1
→ 2%	?	-6	1%	-6%	5%
CC(Sc1nc2ccccc2c(=O)n1CC1CCCO1)C(=O)N(C)c1ccccc1 (stereo not given)
→ -10%	?	?	-16%	-17%	.

Arranged by length of the SMILES (lowest first): some entries from above
Screens in order – AMA1-RON2 inh	HCV inhibitor	HCMV inh	Sm TGR inh	AmpC inh detg	Giardia FBPA inh
C=CCn1c(N)c(C(=O)OC(C)(C)C)c2nc3ccccc3nc21
→ -1%	-26%	9	?	?	-11%
CC(Sc1nc2ccccc2c(=O)n1CC1CCCO1)C(=O)N(C)c1ccccc1 (stereo not given)
→ -10%	?	?	-16%	-17%	.
Cn1c(=O)[nH]c(=O)c2c1nc(N1CCOCC1)n2CC(O)COc1ccc2ccccc2c1 (stereo not given)
→ 2%	2%&3%	-6	-3%	3%	10%

2 compounds picked at random from those above, as already listed:
Screens in order – AMA1-RON2 inh	HCV inhibitor	HCMV inh	Sm TGR inh	AmpC inh detg	Giardia FBPA inh
CNC(=S)N1N=C(c2ccccc2)CC1c1ccccc1Cl (stereo not given)
→ 37%[activator]	?	-24	-2%	-1%	-14%
COc1ccc(N2CCN(S(=O)(=O)c3ccc(-c4cnc(C5CC5)o4)cc3)CC2)cc1
→ -14%	-5%	-18	-1%&-7%	-10%&1%	.

Next results
Screens in order – AMA1-RON2 inh	HCV inhibitor	HCMV inh	Sm TGR inh	AmpC inh detg	Giardia FBPA inh
CCOC(=O)N1C(=O)[C@](CC)(c2ccccc2)N1C(=O)OCC
→ -2%	4%	-8	2.8µM*	?	0%
O=C(NCC(c1ccc2c(c1)OCO2)N1CCOCC1)c1c(F)cccc1F (stereo not given)
→ .	.	49	5%	10%	.
O=C1CN(c2nc(-c3cccnc3)nc3sc4c(c23)CCCC4)CCN1
→ -6%	?	?	-1%	4%	-3%
COc1ccc(-n2nc(C)cc2N)cc1
→ -1%	8%	-27	21%	-4%	-1%
COc1ccccc1CNC(=O)c1cc(-c2ccccc2)nn1Cc1cc(C)no1
→ -11%	?	19	5%	1%	.
S=C(c1ccc2c(c1)OCO2)N1CCCC1
→ -6%	-15%	-23	-1%	1%	1%
Cc1cc(C)nc(SCc2ccc(Br)cc2)n1
→ 16%	17%	-22	6%	3%	-10%
Cc1ccc(C(NC(=O)N2CC(C)OC(C)C2)C(Cl)Cl)cc1F (stereo not given)
→ -10%	-5%	-7	-6%	?	-1%
O=C(COc1cccc(F)c1)Oc1ccc(C(=O)c2ccccc2)cc1
→ 3%	9%	28	-26%	3%	0%
O=C(Cn1ncn2nc(-c3cccs3)cc2c1=O)NCc1ccccc1Cl
→ .	.	-5	-11%	-1%	.
Cc1ccccc1Cn1cnc2c(NS(C)(=O)=O)c(C)c(C)cc21
→ 3%	?	10	-2%	1%	1%
CC1CCc2c(sc(NC(=O)c3ccc(-c4ccccc4[N+](=O)[O-])o3)c2C#N)C1 (stereo not given)
→ 0%	?	-31	-12%	3%	-4%
CC(=O)Nc1ccccc1Sc1ccccc1
→ -2%	3%	-22	1%	-2%	-2%
Cc1cc(C(=O)NCc2ccco2)on1
→ -4%	5%	10	?	?	-7%
O=C(NCCc1ccccn1)c1ccc2nc(Cc3ccccc3F)oc2c1
→ 19%	2%	18	-2%	-2%	.
